Bioassay records as filed in PubChem BioAssay.
CHO-K1 Ca antag – counter-screen for M1 antagonists: effect in parental CHO-K1 cells. ATP-induced calcium, Fluo-8 fluorescence. inhibition, % at 3 µM. hit rate 0.6% among 360,000;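 active = inhibition above a per-plate cutoff, the plate's mean sample inhibition plus 3 SD, cut at about 24% in these data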;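 note: 0% = DMSO plus EC80 ATP and 100% = DMSO alone without ATP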
CHO-K1 Ca ag – nonselective activator or artifact in parental CHO-K1 cells; Fluo-8 calcium fluorescence; scaled to maximal ATP response, vehicle zero; activation, % at 3 µM; hit rate 0.48% among 360,000; in the data active = activation above about 15%;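 note: untransfected CHO-K1 host cells lacking M1 receptor as counterscreen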
CHRM5 agonist – agonists of human muscarinic M5 receptor (CHRM5). P08912. CHO-K1 hM5 cells, Fluo-8 calcium fluorescence; 0% DMSO wells, 100% maximal acetylcholine response. activation, % at 3 µM. hit rate 0.19% among 360,000. AID 624037;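 active = activation above the run's mean over test compounds plus 3 SD, cut at about 23% in these data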;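 note: signal is peak over basal fluorescence ratio across the kinetic read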
Target sequence (P08912 whole entry, looked up): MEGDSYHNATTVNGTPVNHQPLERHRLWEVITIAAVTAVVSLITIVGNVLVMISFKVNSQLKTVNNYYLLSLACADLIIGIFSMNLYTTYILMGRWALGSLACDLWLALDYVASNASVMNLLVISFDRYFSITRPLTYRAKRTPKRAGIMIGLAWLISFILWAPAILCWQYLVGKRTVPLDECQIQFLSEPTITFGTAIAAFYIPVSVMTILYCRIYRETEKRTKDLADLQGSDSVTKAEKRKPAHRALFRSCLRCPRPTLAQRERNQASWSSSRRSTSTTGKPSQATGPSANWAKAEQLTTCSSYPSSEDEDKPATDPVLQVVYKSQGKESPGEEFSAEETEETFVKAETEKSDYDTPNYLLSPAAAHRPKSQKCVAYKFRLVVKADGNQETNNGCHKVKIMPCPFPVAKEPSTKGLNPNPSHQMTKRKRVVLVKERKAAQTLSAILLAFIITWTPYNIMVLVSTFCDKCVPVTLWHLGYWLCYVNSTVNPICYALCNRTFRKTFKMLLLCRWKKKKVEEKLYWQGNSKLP
CHRM5 antagonist – CHRM5 antagonism in calcium assay; CHO-hM5 cells, Fluo-8 calcium fluorescence, ACh EC80; inhibition, % at 3 µM; hit rate 0.59% among 360,000;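 active = inhibition above a per-plate cutoff, the mean of that plate's test compounds plus 3 SD, cut at about 27% in these data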;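 note: 0% = acetylcholine EC80 with DMSO and 100% = DMSO without agonist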
M4 PAM – CHRM4 positive allosteric modulation. P08173. CHO-K1 hM4/Gqi5, Fluo-8 calcium fluorescence, ACh EC20; 0% = ACh EC20, 100% = maximal ACh. activation, % at 3 µM. hit rate 0.4% among 360,000. AID 624126;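 active = activation above its plate's cutoff, the mean activation of sample wells plus 3 SD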; note: some results filed as inactive read as strong as hits
Target sequence (P08173 whole entry, looked up): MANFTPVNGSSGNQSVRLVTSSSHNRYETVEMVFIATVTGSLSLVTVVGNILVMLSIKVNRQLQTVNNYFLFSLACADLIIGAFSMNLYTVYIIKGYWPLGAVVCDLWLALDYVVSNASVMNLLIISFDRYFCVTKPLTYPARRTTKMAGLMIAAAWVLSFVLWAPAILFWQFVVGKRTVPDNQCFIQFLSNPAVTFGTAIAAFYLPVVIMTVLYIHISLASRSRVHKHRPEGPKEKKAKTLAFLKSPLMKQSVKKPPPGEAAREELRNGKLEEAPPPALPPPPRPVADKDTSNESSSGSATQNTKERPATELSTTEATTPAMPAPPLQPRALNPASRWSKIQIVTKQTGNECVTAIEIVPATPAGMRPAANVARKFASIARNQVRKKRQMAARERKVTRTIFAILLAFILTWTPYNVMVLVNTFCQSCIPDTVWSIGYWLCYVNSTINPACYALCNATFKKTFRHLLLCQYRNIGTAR
CHO-K1 Ca PAM – counter-screen for M1 PAMs: effect in parental CHO-K1 cells. AID 602247. hit rate 0.02% among 360,000. activation, % at 3 µM. ATP EC20, Fluo-8 calcium fluorescence; 0% at ATP EC20, 100% at ATP max;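 active = activation above the run cutoff, the mean activation of all test compounds plus 3 SD, cut at about 40% in these data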;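 note: peak over basal fluorescence ratio in a 140 s read after ATP addition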
M5 PAM – positive allosteric modulators of human muscarinic M5 receptor. CHO-K1 hM5, Fluo-8 calcium, ACh EC20 PAM; 0% = ACh EC20, 100% = ACh EC100. activation, % at 3 µM. hit rate 0.3% among 360,000. AID 624038. P08912;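 active = activation above the run cutoff, the mean activation of all test compounds plus 3 SD, cut at about 18% in these data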
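Probe or stimulus: acetylcholine, EC20 level; Assay system: human M5 receptor in CHO-K1 cells; Schedule: compound preincubation 140 s before EC20 acetylcholine addition; Technique: intracellular calcium via Fluo-8 fluorescence; Dosing: single-point, 3 µM nominal; Read-out basis: percent activation from peak-over-basal fluorescence ratio, scaled EC20-to-EC100 acetylcholine; Repeats: one well per compound, no replicates.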
CHRM4 agonist – agonists of human muscarinic M4 receptor (CHRM4) | P08173 | CHO-K1 hM4/Gqi5, Fluo-8 calcium fluorescence; vehicle 0%, full acetylcholine response 100% | activation, % at 3 µM | hit rate 0.14% among 360,000 | AID 624127;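 active = activation above the run mean over all test wells plus 3 SD, cut at about 32% in these data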;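 note: peak over basal fluorescence ratio per well then scaled between controls; 0% = DMSO wells and 100% = acetylcholine at EC100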
CHRM4 antagonist – blocks acetylcholine activation of human M4 receptor; inhibition, % at 3 µM; CHO-hM4 cells, ACh EC80, Fluo-8 calcium fluorescence; AID 624125; hit rate 0.73% among 360,000;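 active = inhibition above its plate's cutoff, the mean inhibition of sample wells plus 3 SD, cut at about 27% in these data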;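 note: 0% = acetylcholine EC80 with DMSO and 100% = DMSO without agonist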
Starred values were filed as active, the others as inactive. The order is random; about 2.7% have a hit in one of these screens.

SMILES	CHO-K1 Ca antag	CHO-K1 Ca ag	CHRM5 agonist	CHRM5 antagonist	M4 PAM	CHO-K1 Ca PAM	M5 PAM	CHRM4 agonist	CHRM4 antagonist
Cc1ccc(C)c(NC(=S)/C(=C(\[O-])c2ccc(Cl)s2)[n+]2ccccc2)c1	0	6.8	-11	6	-8	17	0	1	11
O=S(=O)(Nc1ccc2c(c1)OCO2)c1ccccc1	-6	0.2	-5	-4	15	13	3	0	2
O=C(NC(=S)Nc1ccccc1F)c1ccc(Br)o1	0	1.4	-3	0	-4	9	-3	-1	7
O=C(Nc1ccc(Cc2ccncc2)cc1)C1CCC(N2C(=O)C3CC=CCC3C2=O)CC1 (centres undefined)	0	3.8	5	-6	-3	8	-2	4	9
CC(C)c1ccc(/C=C2\NC(=S)N(Cc3cccnc3)C2=O)cc1	-10	4.0	2	18	-9	14	-11	14	5
Cc1ccnc(NC(=O)c2ccc(OCc3c(C)noc3C)cc2)c1	-13	0.8	-1	-8	-2	0	4	1	3
Cc1ccc(-c2nc3ccccc3[nH]2)cc1N	-17	0.6	0	4	-4	-4	-5	0	1
CC(=O)c1nnn(-c2nc(N3CCCC3)nc(N(c3ccccc3)c3ccccc3)n2)c1C	-9	0.4	5	5	12	15	-3	1	-9
CCCCN(CC)CCCNC(=O)Cn1nc(Cc2ccncc2)c2ccccc2c1=O	7	-0.2	-2	0	-5	-9	0	0	3
O=C(CSc1ncccn1)NC(=O)NC1CCCC1	-16	0.8	0	2	11	15	-3	1	-9
Cc1cccc(NC(=O)C(c2cccc([N+](=O)[O-])c2)N2CCCCC2)c1 (centres undefined)	-11	0.1	-4	-4	4	18	0	-2	5
O=C(NCc1ccccc1)C1CCCN(S(=O)(=O)c2cccc3nonc23)C1 (centres undefined)	6	3.6	-3	2	-6	-3	-7	2	2
Cc1ccc(CN(C)C(=O)c2ccccc2NC(=O)c2ccccc2)o1	7	0.0	4	-7	14	-19	4	2	-15
COc1ccc(C(=O)NC(C)(C)C)cc1S(=O)(=O)N1CCCC1	-4	0.6	1	0	9	20	1	0	4
COc1ccc([C@H]2N[C@]3(CCCN(Cc4ccc(Cl)cc4)C3=O)[C@H]3C(=O)N(Cc4ccccc4)C(=O)[C@@H]23)cc1	-11	2.3	0	20	-2	6	-6	7	-3
COc1cccc(NC(=O)Nc2nnc(Cc3ccccc3)s2)c1	1	0.4	-3	7	-1	7	-2	2	-20
CC1C(=O)CCCCCCCCCC2C1(N1CCOCC1)CS2(=O)=O (centres undefined)	-6	-0.2	-2	-2	1	5	4	0	-1
CC(C)Cc1nnc(NC(=O)Cc2cccs2)s1	8	2.6	3	6	9	4	-5	6	-4
O=S(=O)(Oc1ccccc1/C=N/n1cnnc1)c1ccccc1	-5	2.0	0	14	-6	9	-8	2	3
CC(C)CNS(=O)(=O)c1ccc(CCC(=O)NC2CCCC2)cc1	-4	-0.3	6	-3	11	-2	17	0	-3
CCC1(c2ccccc2)NC(=O)N(CC(=O)Nc2cccc(C#N)c2)C1=O (centres undefined)	-9	1.3	5	0	1	23	5	5	-8
CCn1c(Oc2cccc(Br)c2)nc2c1c(=O)n(C)c(=O)n2C	-7	1.9	-2	9	3	14	2	1	7
CCC(=O)NC(=S)Nc1ccc(OC)cc1OC	1	-0.3	-2	-3	-2	6	-2	0	4
O=[N+]([O-])c1ccc(N2CCN(c3ccccc3O)CC2)c(Cl)c1	7	4.6	4	10	-4	8	-11	13	-18
CCn1c(COc2cccc(C)c2C)nnc1SCC(=O)N1CCN(c2ccc(OC)cc2)CC1	-6	1.0	1	0	-3	10	-4	3	-1
O=[N+]([O-])c1ccccc1S(=O)(=O)Oc1ccc(C(=S)N2CCOCC2)cc1	3	1.7	-4	0	-1	-11	2	5	0
CCC(C)Nc1nc2c(c(=O)n(C)c(=O)n2C)n1Cc1cccc(C)c1 (centres undefined)	8	0.3	-4	1	-3	0	-2	-2	14
Cc1cc(Oc2ccccc2)nc(SCC(N)=O)n1	2	0.1	1	8	8	4	7	1	2
CC(=O)NS(=O)(=O)c1cccnc1Nc1cccc(Cl)c1	-6	1.3	0	-3	9	21	5	1	-5
Cc1ccccc1S(=O)(=O)Cc1ccc(C(=O)NCCc2ccccc2)o1	-15	3.8	-1	-3	-1	20	6	4	1
COC(=O)c1ccc(CN(Cc2ccc(C(=O)OC)o2)C(C)(C)C)o1	-4	0.7	-6	9	-3	10	0	0	5
COc1cccc(Nc2nc(-c3ccc(O)cc3)cs2)c1	-9	0.1	-4	0	-6	15	-9	-1	-7
Cc1ccc(S(=O)(=O)N(C#N)c2nc(C)cc(C)n2)cc1	-18	0.2	-2	-6	0	17	4	0	-5
CCCOP(=O)(c1ccc(N(C)C)cc1)C(O)c1c(Cl)cccc1Cl (centres undefined)	-10	1.6	-8	6	3	11	-1	0	-4
O=C(CCc1c[nH]c2ccccc12)N1CCN(S(=O)(=O)c2ccccc2)CC1	7	0.8	2	10	-2	-1	-8	3	5
CC1Cc2ccccc2N1C(=O)CSc1nnnn1C1CCCC1 (centres undefined)	-2	0.2	1	2	6	11	-2	0	1
COc1cccc(C(=O)N2CCN(C(=O)C3COc4ccccc4O3)CC2)c1 (centres undefined)	-11	1.2	0	1	11	12	3	2	-5
CCN(CC)S(=O)(=O)c1ccc(NC(=O)CCC2CCCCC2)cc1	-10	1.8	-6	0	3	13	-4	7	-20
CC1C(=O)Nc2ccccc2N1C(=O)c1ccc(Cl)c(Cl)c1 (centres undefined)	-11	1.8	-8	5	-10	10	-4	2	4
CN(CC(=O)Nc1ccc(Cl)cc1)CC(=O)Nc1cc(Cl)ccc1C#N	-26	5.2	3	-15	9	19	3	8	-7
Cc1c(Cc2ccccc2)sc(NC(=O)Cc2ccccc2)c1C(N)=O	1	0.6	-1	1	0	6	8	1	7
CC(C)(C)C(=O)c1sc2nc(-c3cccs3)cc(C(F)(F)F)c2c1N	-4	1.8	0	-9	-1	23	6	1	9
O=C(Cc1cccs1)Nc1ccc(N2CCOCC2)cc1	9	-0.4	-3	6	4	-3	-8	1	0
COC(=O)CN1C(=S)N(c2ccc(OC)cc2)C(=O)/C1=C/c1ccc(OC)cc1	7	0.1	-2	2	0	17	2	0	10
CC(OC(=O)CCN=C1NS(=O)(=O)c2ccccc21)C(=O)NC1CCCCC1C (centres undefined)	4	1.1	-1	9	4	9	-1	-1	-2
Cc1noc(C)c1COc1ccc(C(=O)N2CCN(c3cccc(Cl)c3)CC2)cc1	6	3.9	-3	-2	-7	-16	-14	10	-12
COC(=O)CNC(=O)CSc1nnc(C)c(=O)[nH]1	3	7.8	-2	0	2	21	-3	1	-4
Cc1ccc(/C=N/n2cnc3sc(C)c(C)c3c2=O)o1	3	0.0	-6	-1	8	0	-12	1	-10
COc1ccc(NC(=O)C2CC(=O)OC23CCCCC3)cc1 (centres undefined)	-4	0.5	1	-5	3	15	1	1	4
COC(=O)c1ccccc1NC(=O)C1CCCC1	-12	0.5	-3	-6	1	20	6	-1	-2
More entries follow.
SMILES	CHO-K1 Ca antag	CHO-K1 Ca ag	CHRM5 agonist	CHRM5 antagonist	M4 PAM	CHO-K1 Ca PAM	M5 PAM	CHRM4 agonist	CHRM4 antagonist
CC(=O)c1c(C)[nH]c(C(=O)OCC(=O)N2CCCC2=O)c1C	-24	0.2	1	-7	9	18	-5	1	-27
COc1ccccc1N1CCN(c2cc(=O)n(-c3ccc(Br)cc3)c(=O)[nH]2)CC1	6	0.1	-1	1	-5	-12	-11	2	4
CC1(C)Cc2c(cnn2-c2ccc(F)cc2)C(NC(=O)CCN2CCCCC2=O)C1 (centres undefined)	5	0.0	-5	-18	13	-24	5	2	3
CS(=O)(=O)CCC(C(=O)OCc1ccc(Cl)cc1)N1C(=O)c2ccccc2C1=O (centres undefined)	11	2.2	0	3	-4	-4	-3	6	8
C=CCNC(=O)c1ccc(OC2CCN(S(=O)(=O)N(C)C)CC2)cc1	-5	0.8	2	4	-2	4	6	1	0
Cn1c(SCc2ccccn2)nnc1-c1ccncc1	-11	0.7	-3	0	8	20	1	1	-3
COC(=O)[C@]12C(=O)C(C)=C(O)[C@@]1(C)C(C)=CC1[C@@]34CC[C@@H](OC(C)=O)C(C)(C)C3C(C[C@]12C)OC4=O (some centres undefined)	-6	-0.2	1	0	6	12	4	1	-20
CCC1Oc2ccc(C)cc2N(CC(=O)NC2CCCCC2)C1=O (centres undefined)	1	-1.2	-3	2	7	3	0	-1	7
Cn1cccc1C(=O)OCc1ccc(C(C)(C)C)cc1	-24	1.5	-6	14	-10	-1	-10	0	-14
N#Cc1c(N)nc2c(c1N)CC(=O)N2c1ccc(Cl)cc1	-19	0.7	-1	2	8	16	-2	2	-3

In a second layout: four of the compounds above
Compound,CHO-K1 Ca antag,CHO-K1 Ca ag,CHRM5 agonist,CHRM5 antagonist,M4 PAM,CHO-K1 Ca PAM,M5 PAM,CHRM4 agonist,CHRM4 antagonist
CS(=O)(=O)CCC(C(=O)OCc1ccc(Cl)cc1)N1C(=O)c2ccccc2C1=O (centres undefined),11,2.2,0,3,-4,-4,-3,6,8
C=CCNC(=O)c1ccc(OC2CCN(S(=O)(=O)N(C)C)CC2)cc1,-5,0.8,2,4,-2,4,6,1,0
Cn1c(SCc2ccccn2)nnc1-c1ccncc1,-11,0.7,-3,0,8,20,1,1,-3
COC(=O)[C@]12C(=O)C(C)=C(O)[C@@]1(C)C(C)=CC1[C@@]34CC[C@@H](OC(C)=O)C(C)(C)C3C(C[C@]12C)OC4=O (some centres undefined),-6,-0.2,1,0,6,12,4,1,-20

(cont.)
SMILES	CHO-K1 Ca antag	CHO-K1 Ca ag	CHRM5 agonist	CHRM5 antagonist	M4 PAM	CHO-K1 Ca PAM	M5 PAM	CHRM4 agonist	CHRM4 antagonist
CCOc1ccc(NC(=O)CN2C(=O)C(C)SC(C)C2=O)cc1 (centres undefined)	-4	-0.2	3	6	12	6	3	1	5
COC(=O)[C@@]12CCCCN1[C@H](c1ccc(-c3ccccc3)cc1)[C@H]1C(=O)N(C)C(=O)[C@H]12	-19	0.9	1	6	3	35	-7	1	1
COC(=O)CCNC(=O)Cc1ccc(S(=O)(=O)N2CCCCC2)s1	-1	0.3	0	9	1	0	-4	1	5
COc1ccccc1-c1nc(C#N)c(NCc2ccc(F)cc2)o1	6	0.7	-5	3	1	1	-3	2	-7
NC/C(=N\O)c1ccc(Cl)cc1Cl	-15	0.2	2	3	0	5	-7	1	1
O=C(CCCC1=NS(=O)(=O)c2ccccc2N1)N1CCN(c2ccc(Cl)cc2)CC1	-5	3.9	6	9	-3	20	-10	11	-13
C[C@@H]1CN([C@@H](C)CO)C(=O)c2cc(NC(=O)c3ccccc3)ccc2O[C@@H](C)CCCCO[C@@H]1CN(C)Cc1ccc(C(F)(F)F)cc1	-7	-1.0	2	-14	2	-4	13	-1	-11
COCc1cc(C)nc(SCC(=O)Nc2ccc3c(c2)OCCO3)c1C#N	1	2.5	-1	-1	0	5	-2	3	-9
Cc1cccc(NC(=O)Cn2cc(C(=O)C3CC3)c3ccccc32)c1C	6	-0.5	4	1	7	-2	0	3	-6
COc1cccc(OC)c1C(=O)NC(=S)Nc1ccc2c(c1)Cc1ccccc1-2	1	0.6	0	1	-7	10	-4	1	12
CCOC(=O)CNC(=O)COc1coc(CN2CCN(c3ccccc3)CC2)cc1=O	-9	0.9	-2	12	1	10	-4	0	0
COc1cc2[nH]c(=O)n(CCC(=O)N3CCN(c4cc(Cl)ccc4C)CC3)c(=O)c2cc1OC	-8	0.2	-7	-7	7	5	8	2	-5
